Compound activity deposited in PubChem by Broad Institute.
ROS inducer – raises reactive oxygen species in U2OS cancer cells; U2OS ROS induction, H2DCF-DA fluorescence; ROS induction (% of piperlongumine), % at 10 µM; 2% of 46,000 active; AID 624156; in the data active = ROS induction above about 79%, passing the limit was not always enough;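 note: 0% = DMSO vehicle median and 100% = reference compound median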
Active calls of the source: *. These rows are one share of the data. The share of hits here may be higher or lower than overall.

COc1ccc(NC(=O)N(C)C[C@@H]2Oc3ccc(NC(=O)Nc4ccc5c(c4)OCO5)cc3C(=O)N([C@H](C)CO)C[C@H]2C)cc1
  ROS inducer: 0
N#CCCSc1nnc(-c2ccncc2)n1Cc1ccccc1
  ROS inducer: 8
CCC(C)OC(=O)COc1ccc2c(=O)c(-c3ccc(OC)c(OC)c3)c(C(F)(F)F)oc2c1 (stereo not drawn)
  ROS inducer: 69
COc1ccc2c(C)cc(=O)oc2c1
  ROS inducer: -6
COCCCC/C(=N\OCCN)c1ccc(C(F)(F)F)cc1
  ROS inducer: -4
C[C@@H]1CN([C@H](C)CO)C(=O)c2cc(NC(=O)C3CC3)ccc2O[C@H]1CN(C)C(=O)Nc1ccc(F)cc1
  ROS inducer: -5
CCOC(=O)CN1C(=O)C(O)(c2c(C)[nH]c3ccccc23)c2ccccc21 (stereo not drawn)
  ROS inducer: 3
C[C@H]1CN([C@@H](C)CO)C(=O)Cc2cc(NC(=O)c3ccncc3)ccc2O[C@@H]1CN(C)Cc1ccc(C(=O)O)cc1
  ROS inducer: 11
O=C(O)COCC(=O)Nc1ccc(Oc2cccc(C(F)(F)F)c2)nc1
  ROS inducer: -14
O=c1cc(-c2ccc(O[C@@H]3O[C@H](CO)[C@@H](O)[C@H](O)[C@H]3O)cc2)oc2cc(O)cc(O)c12
  ROS inducer: 0

Cc1noc(C)c1S(=O)(=O)N(C)C[C@H]1Oc2ccc(NC(=O)Nc3cccc4ccccc34)cc2CC(=O)N([C@@H](C)CO)C[C@H]1C
  ROS inducer: 9
CSC1=N/C(=C\c2ccc(Br)cc2)C(=O)S1
  ROS inducer: 18
C/C=C1\C2C=C(C)CC1(N)c1ccc(=O)[nH]c1C2 (stereo not drawn)
  ROS inducer: -9
C[C@H](CO)N1C[C@H](C)[C@H](CN(C)Cc2ccc(Cl)c(Cl)c2)Oc2c(NS(=O)(=O)c3ccc(Cl)cc3)cccc2C1=O
  ROS inducer: 8
Cc1noc(C)c1NC(=O)Nc1ccc2c(c1)CC(=O)N([C@@H](C)CO)C[C@@H](C)[C@@H](CN(C)S(=O)(=O)c1cn(C)cn1)O2
  ROS inducer: -7
CCC1(C)Cc2c(sc3nc(SC)nc(SCC(=O)Nc4cccc(Cl)c4)c23)CO1 (stereo not drawn)
  ROS inducer: 12
Cc1noc(C)c1S(=O)(=O)Nc1ccc2c(c1)CC(=O)N([C@@H](C)CO)C[C@@H](C)[C@@H](CN(C)Cc1ccc(Cl)c(Cl)c1)O2
  ROS inducer: 15
COC(CNC(=O)c1cc(Sc2nnc(C)s2)nc2ccccc12)OC
  ROS inducer: 5
COc1ccc(NC(=O)Nc2ccc3c(c2)C(=O)N([C@@H](C)CO)C[C@H](C)[C@@H](CN(C)CC2CCCCC2)O3)cc1
  ROS inducer: 5
COC(=O)[C@@H]1N=C(c2ccc(OCCCO)cc2)O[C@@H]1c1ccccc1N=[N+]=[N-]
  ROS inducer: 9

O=c1c(OC2OCC(O)C(O)C2O)c(-c2ccc(O)c(O)c2)oc2cc(O)cc(O)c12 (stereo not drawn)
  ROS inducer: 2
Cc1noc(C)c1S(=O)(=O)Nc1ccc2c(c1)C(=O)N([C@@H](C)CO)C[C@H](C)[C@@H](CN(C)Cc1ccc(C(F)(F)F)cc1)O2
  ROS inducer: 29
O=C(N/N=C/c1ccc(Br)cc1)c1ccccn1
  ROS inducer: 22
CC(=O)c1cccc(N(CC(=O)Nc2cccnc2)S(C)(=O)=O)c1
  ROS inducer: -8
COc1ccc(C(=O)Cn2c3ccccc3n3nc(-c4cccs4)nc23)cc1OC
  ROS inducer: -1
COc1cc(C)c(S(=O)(=O)NCc2cccnc2)cc1C
  ROS inducer: 20
CCOC(=O)c1c(NC(=S)Nc2nc(C)cc(C)n2)sc(C)c1-c1ccccc1
  ROS inducer: -8
Cc1cc(C(=O)Nc2cccc3c2O[C@@H](CN(C)C(=O)Nc2ccc(F)cc2)[C@@H](C)CN([C@@H](C)CO)C3=O)n(C)n1
  ROS inducer: -4
O=C(CSc1nnnn1C1CCCCC1)Nc1ccccc1[N+](=O)[O-]
  ROS inducer: 10
C[C@@H]1CN([C@H](C)CO)C(=O)c2cc(NC(=O)Cn3cnnn3)ccc2O[C@@H]1CN(C)C(=O)Nc1cccc2ccccc12
  ROS inducer: -2

C/C=C/C=C/C(=O)N1CC[C@]23c4ccccc4N[C@H]4N(C)c5cccc6c5[C@]42CCN([C@H]6C2OC2(C)C)[C@H]13 (stereo partly drawn)
  ROS inducer: 16
C[C@H](CO)N1C[C@H](C)[C@@H](CN(C)Cc2ccc(C(=O)O)cc2)Oc2c(NC(=O)C3CCOCC3)cccc2C1=O
  ROS inducer: -6
CCCCCCCCCC(O)CC(O)CC(O)CC1CC=CC(=O)O1 (stereo not drawn)
  ROS inducer: 36
CC(=O)N1CCc2cc3nc(C)cc(C)c3cc21
  ROS inducer: -14
CC(C(=O)NCc1ccc(Cl)cc1)n1cccc1C(=O)c1ccccc1 (stereo not drawn)
  ROS inducer: -11
C[C@@H]1CCCCO[C@@H](CN(C)S(=O)(=O)c2cn(C)cn2)[C@@H](C)CN([C@H](C)CO)C(=O)c2cc(NS(=O)(=O)c3cn(C)cn3)ccc2O1
  ROS inducer: 3
C[C@@H]1CN([C@H](C)CO)C(=O)Cc2cc(NC(=O)Cc3ccccc3)ccc2O[C@H]1CN(C)S(=O)(=O)c1ccccc1
  ROS inducer: -7
Cc1ccc(N(CC(=O)NCc2ccco2)S(=O)(=O)c2ccc(C)cc2)cc1
  ROS inducer: 3
C[C@H]1CN([C@@H](C)CO)C(=O)c2cc(NS(=O)(=O)c3ccc(Cl)cc3)ccc2O[C@H]1CN(C)S(C)(=O)=O
  ROS inducer: -10
COc1ccc(NC(=O)Nc2cccc3c2O[C@H](CN(C)Cc2ccc(C(F)(F)F)cc2)[C@H](C)CN([C@H](C)CO)C3=O)cc1
  ROS inducer: 17

C[C@H]1CN([C@@H](C)CO)C(=O)Cc2cc(NS(=O)(=O)c3ccc(Cl)cc3)ccc2O[C@@H]1CN(C)C(=O)Nc1ccccc1
  ROS inducer: -2
COc1ccc(NC(=O)Nc2ccc3c(c2)C(=O)N([C@H](C)CO)C[C@H](C)[C@@H](CN(C)C(=O)c2ccccc2)OCCCC[C@@H](C)O3)cc1
  ROS inducer: -10
C[C@H](CO)N1C[C@H](C)[C@H](CN(C)C(=O)Nc2ccccc2)Oc2ncc(-c3ccccc3)cc2C1=O
  ROS inducer: 9
C[C@@H]1CCCCO[C@H](CN(C)C(=O)Nc2ccccc2)[C@@H](C)CN([C@H](C)CO)C(=O)c2cc(NS(=O)(=O)c3cn(C)cn3)ccc2O1
  ROS inducer: -3
COc1ccccc1NC(=O)CC1COc2ccccc2O1 (stereo not drawn)
  ROS inducer: 29
C[C@H](CO)N1C[C@H](C)[C@@H](CN(C)C(=O)c2ccncc2)OCc2cnnn2CCCC1=O
  ROS inducer: 5
C[C@@H]1CN([C@H](C)CO)C(=O)c2cc(NC(=O)Nc3ccc(F)cc3)ccc2O[C@@H]1CN(C)Cc1ccc(Oc2ccccc2)cc1
  ROS inducer: 9
C[C@H]1CN([C@@H](C)CO)C(=O)c2cccc(NS(C)(=O)=O)c2O[C@@H]1CN(C)Cc1ccc(Oc2ccccc2)cc1
  ROS inducer: 53
Cc1nc2c(C(=O)NCCc3ccccc3Cl)c[nH]n2c(=O)c1Cl
  ROS inducer: 0
C[C@@H]1CN([C@@H](C)CO)C(=O)CCCn2nncc2CO[C@@H]1CN(C)Cc1cccnc1
  ROS inducer: 16

C[C@H](CO)N1C[C@H](C)[C@H](CN(C)C(=O)Nc2ccc3c(c2)OCO3)Oc2ncc(-c3ccccc3)cc2C1=O
  ROS inducer: 9
C[C@H]1CN([C@@H](C)CO)C(=O)c2cccc(NC(=O)Nc3ccccc3)c2O[C@@H]1CN(C)S(=O)(=O)c1ccc(F)cc1
  ROS inducer: 8
C[C@@H]1CN([C@@H](C)CO)C(=O)c2cc(NC(=O)Nc3cccc4ccccc34)ccc2O[C@H]1CN(C)Cc1ccc(C(=O)Nc2ccccc2N)cc1
  ROS inducer: 1
CC1CCC2(OC1)OC1CC3C4CC=C5C[C@@H](O)CC(O)[C@]5(C)C4CC[C@]3(C)C1C2C (stereo partly drawn)
  ROS inducer: 2
COc1ccc(C)cc1S(=O)(=O)N1CCCC(C(=O)Nc2cccc(SC)c2)C1 (stereo not drawn)
  ROS inducer: 3
COc1ccc(CN(C)C[C@H]2Oc3ccc(NC(=O)Nc4ccc(F)cc4)cc3CC(=O)N([C@H](C)CO)C[C@H]2C)cc1
  ROS inducer: 5
COc1ccc(OC)c(NC(=O)c2cccnc2)c1
  ROS inducer: -5
C[C@@H]1CN([C@H](C)CO)C(=O)c2cccc(NS(C)(=O)=O)c2O[C@@H]1CN(C)Cc1ccc2c(c1)OCO2
  ROS inducer: -4
C[C@H]1CN([C@@H](C)CO)C(=O)c2cccc(NC(=O)c3cnccn3)c2O[C@H]1CN(C)C(=O)Nc1ccc(F)cc1
  ROS inducer: 53
Cc1c(Br)c(C(F)(F)F)nn1CC(=O)N1CCOCC1
  ROS inducer: 12

Next part
canonical_smiles,ROS inducer
Cc1noc(C)c1NC(=O)Nc1ccc2c(c1)CC(=O)N([C@H](C)CO)C[C@H](C)[C@H](CN(C)S(=O)(=O)c1cccs1)O2,18
C[C@@H]1CN([C@@H](C)CO)C(=O)c2cccc(NS(=O)(=O)c3ccc(Cl)cc3)c2O[C@@H]1CN(C)S(=O)(=O)c1ccc(F)cc1,-5
CC(C)(C)S(=O)(=O)/C(C#N)=C/Nc1ccccn1,-9
Cc1ccc(S(=O)(=O)NC2=NCN(C3CCN(Cc4ccccc4)CC3)CN2)cc1,-5
C[C@H](CO)N1C[C@H](C)[C@H](CN(C)S(=O)(=O)c2ccc(Cl)cc2)Oc2ccc(NC(=O)CCCCCC(=O)Nc3ccccc3N)cc2C1=O,0
CNC[C@@H]1Oc2c(NC(=O)c3ccncc3)cccc2C(=O)N([C@H](C)CO)C[C@@H]1C,-6
CS(=O)(=O)N(CC(=O)Nc1ccccc1C(=O)O)c1cccc(C(F)(F)F)c1,8
CNC[C@H]1Oc2c(NC(=O)c3cnccn3)cccc2C(=O)N([C@@H](C)CO)C[C@@H]1C,-6
COC(CNC(=O)c1coc2nc3ccccc3nc12)OC,-5
COc1ccc(C)cc1S(=O)(=O)N1CCC(C(=O)Nc2cc([N+](=O)[O-])ccc2C)CC1,-5
COc1ccc(/C=C2\C(=O)C3(C)CCC2C3(C)C)cc1 (stereo not drawn),3
COC(=O)c1ccc(Sc2ccc(Cl)cc2)c(N)c1,-10
C[C@@H]1CN([C@@H](C)CO)C(=O)c2cccc(NC(=O)c3ccc(-c4nccs4)cc3)c2O[C@@H]1CN(C)Cc1ccncc1,1
C[C@@H]1CCCCO[C@H](CN(C)Cc2ccncc2)[C@@H](C)CN([C@H](C)CO)C(=O)c2cc(NC(=O)CCCCCC(=O)Nc3ccccc3N)ccc2O1,25
CCCC[C@@H](O)c1cc(OC)cc(=O)o1,-4
CC1C(=O)C23CC(O)C4C(C)(C(=O)OC5OC(CO)C(O)C(O)C5O)CCCC4(C)C2(O)CCC1C3 (stereo not drawn),-3
CC(C)(C)c1ccc(NC(=O)/C=C/c2ccc(-c3cccs3)s2)cc1,-6
C[C@H]1CN([C@@H](C)CO)C(=O)c2cc(NC(=O)NC3CCCCC3)ccc2O[C@H]1CN(C)Cc1ccc2c(c1)OCO2,-8
COc1ccc(CN(C)C[C@@H]2Oc3ccc(NC(=O)Cc4cn(C)c5ccccc45)cc3CC(=O)N([C@@H](C)CO)C[C@@H]2C)cc1,-1
CCCCn1c(CCNC(=O)c2ccco2)nc2ccccc21,81*
Cc1cccc(NC(=O)COc2ccc3c(=O)c(-c4ccccc4)coc3c2)c1C,25
COc1ccc(OC(=O)c2csc(Cc3c(Cl)cccc3Cl)n2)cc1,-8
C[C@@H]1CN([C@H](C)CO)C(=O)c2cc(NS(=O)(=O)c3cccs3)ccc2O[C@@H]1CN(C)Cc1ccc(-c2ccccc2)cc1,-4
O=C1c2ccccc2C(=O)N1CC12CC3CC(CC(C3)C1)C2,9
CCN(CC)CCC1S(=O)(=O)CC(c2ccccc2)CS1(=O)=O (stereo not drawn),-6
c1ccc2c(c1)oc1c(N3CCCCC3)ncnc12,15
C[C@@H]1CN([C@@H](C)CO)C(=O)c2cccc(NC(=O)c3cnccn3)c2O[C@@H]1CN(C)Cc1ccc(Cl)c(Cl)c1,4
C[C@H]1CN([C@@H](C)CO)C(=O)c2cccc(NC(=O)Nc3ccc(C(F)(F)F)cc3)c2O[C@@H]1CN(C)S(=O)(=O)c1ccccc1,17
O=C(C1CCC(CNS(=O)(=O)c2ccccc2)CC1)N1CCCCC1 (stereo not drawn),-19
C[C@@H]1CN([C@@H](C)CO)C(=O)c2cccc(NC(=O)c3ccc(-c4nccs4)cc3)c2O[C@@H]1CN(C)Cc1ccc(Oc2ccccc2)cc1,30
CCc1ccc(C(=O)c2cnc3cc4c(cc3c2N2CCCC2)OCO4)cc1,1
Cc1noc(C)c1NC(=O)Nc1cccc2c1O[C@@H](CN(C)Cc1ccc3c(c1)OCO3)[C@@H](C)CN([C@H](C)CO)C2=O,-8
